Source: PubChem BioAssay (NMMLSC)
ABCB1 block: human ABCB1 inhibition, ABCG2 as counter-screen; P08183; CCRF-Adr cells, JC-1 efflux, flow cytometry; inhibition, % at 6.6 µM; 0.067% of 190,000 active; in the data active = inhibition above about 40%;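 also: 0% = vehicle and 100% = reference inhibitor; higher value means more JC-1 retained so stronger ABCB1 efflux block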
Bcl-B Bim block: human Bim-Bcl-B interaction inhibition; AID 951; Q9HD36; 0.073% of 190,000 active; inhibition, % at 10 µM; bead-based flow cytometry, Bim peptide-Bcl-B binding;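 also: 0% = tracer peptide without compound and 100% = reference inhibitor peptide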
RGS7-Gao reg: regulators of human RGS7-Galphao interaction; P09471; Multiplexed bead flow cytometry, RGS7-Galphao binding; actives lie on both sides; binding response (% of control), % at 10 µM; 0.35% of 220,000 active; AID 1439; in the data active = binding response below about 49% or above about 150%; inconclusive = no clear call, values can overlap the other calls; inactive = in between;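 also: fluorescent Galphao held in activated GDP-AlF4 state binding bead-coupled RGS7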
Target sequence (P09471 whole entry, looked up): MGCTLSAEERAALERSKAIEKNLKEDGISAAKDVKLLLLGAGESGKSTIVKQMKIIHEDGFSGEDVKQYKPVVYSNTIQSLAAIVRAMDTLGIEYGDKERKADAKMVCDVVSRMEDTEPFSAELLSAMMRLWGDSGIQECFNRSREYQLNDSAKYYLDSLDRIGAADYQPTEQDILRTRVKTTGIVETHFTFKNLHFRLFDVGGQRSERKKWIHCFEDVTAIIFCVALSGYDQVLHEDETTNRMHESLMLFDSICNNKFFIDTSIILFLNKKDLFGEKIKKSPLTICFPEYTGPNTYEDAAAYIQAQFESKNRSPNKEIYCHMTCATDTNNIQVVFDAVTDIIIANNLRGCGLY
RGS4-Gao reg: human RGS4-Galphao interaction regulation | P09471 | Multiplexed bead flow cytometry, RGS4-Galphao binding; actives lie on both sides | binding response (% of control), % at 10 µM | 0.33% of 220,000 active | AID 1415; in the data active = binding response below about 49% or above about 150%; inactive = in between;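 also: fluorescent Galphao activated with aluminum fluoride binding bead-coupled RGS4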
Mcl-1 Bim block: human Bim-Mcl-1 interaction inhibition. 0.1% of 190,000 active. inhibition, % at 10 µM. Bead-based flow cytometry, Bim peptide-Mcl-1 binding. AID 1009;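 also: 0% = no compound tracer wells and 100% = peptide blocker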
Target sequence (Q07820 whole entry, looked up): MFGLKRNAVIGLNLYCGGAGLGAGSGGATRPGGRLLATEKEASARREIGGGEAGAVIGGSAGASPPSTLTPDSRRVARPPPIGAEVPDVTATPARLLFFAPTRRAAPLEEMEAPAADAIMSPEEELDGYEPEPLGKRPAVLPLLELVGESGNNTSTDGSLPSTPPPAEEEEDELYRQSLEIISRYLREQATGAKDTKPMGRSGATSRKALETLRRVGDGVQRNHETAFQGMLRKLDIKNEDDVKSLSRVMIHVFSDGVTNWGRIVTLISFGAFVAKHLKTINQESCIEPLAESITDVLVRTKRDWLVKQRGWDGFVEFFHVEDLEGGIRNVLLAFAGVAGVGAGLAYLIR
Bcl-2 Bim block: inhibitors of Bim-Bcl-2 interaction, human | 0.06% of 190,000 active | AID 950 | P10415 | inhibition, % at 10 µM | Bead-based flow cytometry, Bim peptide-Bcl-2 binding; in the data active = inhibition above about 40%; inconclusive = no clear call, values can overlap the other calls;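 also: 0% = no compound wells with probe peptide and 100% = reference peptide inhibitor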
Target sequence (P10415 whole entry, looked up): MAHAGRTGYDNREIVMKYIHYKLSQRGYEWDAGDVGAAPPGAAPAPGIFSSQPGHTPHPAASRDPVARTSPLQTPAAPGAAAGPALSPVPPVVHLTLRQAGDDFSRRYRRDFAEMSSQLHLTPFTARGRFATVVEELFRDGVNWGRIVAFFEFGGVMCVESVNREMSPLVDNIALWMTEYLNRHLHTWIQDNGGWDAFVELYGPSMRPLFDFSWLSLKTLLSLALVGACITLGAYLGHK
Bfl-1 Bim block: disrupts Bim binding to human Bfl-1; Q16548; Bead-based flow cytometry, Bim-Bfl-1 binding inhibition; inhibition, % at 10 µM; 0.12% of 190,000 active; AID 1008;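 also: 0% = wells without compound plus tracer and 100% = blocker peptide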
Bcl-XL Bim block: human Bim-Bcl-XL interaction inhibition. Q07817. Bim peptide-Bcl-XL binding, bead flow cytometry, fluorescence. inhibition, % at 10 µM. 0.04% of 190,000 active. AID 1007
RGS8-Gao reg: regulators of human RGS8-Galphao interaction. response (percent of control binding), % at 10 µM. 0.34% of 220,000 active. multiplexed bead flow cytometry, RGS8-Galphao binding; actives lie on both sides. P09471; in the data active = response below about 60% or above about 140%; inactive = in between;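 also: Galphao activated as the GDP aluminium fluoride complex binding bead-coupled RGS8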
ABCG2 inh: inhibitors of human ABCG2 transporter, ABCB1 counter-screen; inhibition, % at 6.6 µM; IgMXP3 cells, JC-1 efflux, flow cytometry; 0.1% of 190,000 active; AID 1325;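 active = inhibition above 80%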;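 also: 0% = DMSO and 100% = nicardipine control wells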
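test system = two drug-resistant human cell lines, ABCG2 and ABCB1 | amount = 3 million cells/mL final, two lines in 1:1 ratio | reagent = JC-1 transporter substrate | doses = one concentration, 6.6 µM final | incubation = 10 min at 25 °C | signal = flow cytometric JC-1 green MFI at 530 nm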
Bim-Bcl-W: human Bim-Bcl-W interaction inhibition. inhibition, % at 10 µM. 0.02% of 190,000 active. bead-based flow cytometry, Bim peptide-Bcl-W binding. Q92843;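 also: 0% = bound tracer without compound and 100% = peptide blocker; higher means less fluorescent Bim peptide bound to Bcl-W beads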
The depositor's hits bear a star; ? = inconclusive; / = not tested or not shown. Rule as the data show it, unless noted: active = inhibition above about 40%.

Value order: ABCB1 block, Bcl-B Bim block, RGS7-Gao reg, RGS4-Gao reg, Mcl-1 Bim block, Bcl-2 Bim block, Bfl-1 Bim block, Bcl-XL Bim block, RGS8-Gao reg, ABCG2 inh, Bim-Bcl-W
COC(=O)CN1C(=O)CSc2ncccc21
    0.3, -9, 112, 104, -2, -11, -11, -6, 104, 1, 1
Cc1ccc2nc(SCC(=O)Nc3cccc([N+](=O)[O-])c3)[nH]c2c1
    0.6, -4, 108, 100, 1, -3, -5, 0, 103, 3, 2
CON1C(=O)C(=O)N(OC)C2CCCCC21 (stereo not drawn)
    0.2, -6, 100, 103, 0, -5, -10, 0, 99, 1, 1
CN(C)c1ccc(-c2nnn(CC(=O)Nc3ccc4c(c3)OCCO4)n2)cc1
    0.0, -5, 95, 95, -1, 2, -4, -2, 100, 0, -3
O=c1c2ccccc2cnn1Cc1n[nH]c(=S)n1-c1cc(Cl)cc(Cl)c1
    0.0, -12, 102, 100, -2, -4, -2, -5, 97, 0, 0
O=C(COc1ncnc2ccccc12)Nc1ccc(Cl)c([N+](=O)[O-])c1
    0.8, -6, 100, 100, -2, -5, -14, -4, 102, 19, -2
CCOC(=O)CSc1n[nH]c(NC(=O)c2cccc(C(F)(F)F)c2)n1
    0.4, 0, 114, 109, -1, 1, 1, 0, 110, 3, 1
N#Cc1ccccc1NC(=O)CSC1=Nc2ccccc2C2CC=NN12 (stereo not drawn)
    0.4, -1, 99, 101, 2, 0, -2, -3, 102, 4, -1
O=C(NCc1ccccn1)/C(=C/c1ccco1)NC(=O)c1ccccc1
    0.7, -7, 98, 98, -4, -3, 1, -9, 99, 8, -3
COc1ccc(-n2c(C)nc3cc(C(=O)N4CCOCC4)ccc32)cc1
    0.8, -7, 102, 103, 0, -3, -10, -1, 102, 5, 0
CCCCNC(=S)N(C)/N=C/c1ccc(OCC(=O)Nc2ccc(OC)cc2)c(OC)c1
    0.1, -9, 100, 99, 1, -7, -16, -6, 101, 0, -3
COc1cccc(Nc2nc3ccccc3n2C(C)C)c1
    0.8, 0, 101, 101, 0, 1, 0, -1, 104, 8, -2
CCC(=O)c1ccc(N2CCOCC2)c(F)c1
    0.1, -4, 101, 100, -2, -1, -1, -6, 101, 1, -2
COc1cccc(C2=NO[C@@H]3C(=O)N(c4ccc5c(c4)OCCO5)C(=O)[C@H]23)c1OC
    0.1, -9, 104, 108, -3, -4, -1, -5, 108, 0, -4
Cc1ccc2cccc(S(=O)(=O)N3CCN(c4ccccc4F)CC3)c2n1
    1.1, -6, 100, 102, 0, -4, -5, -6, 98, 4, 0
Cn1nccc1C(=O)N1CCN(c2ncccn2)CC1
    2.2, -5, 103, 97, -1, -3, -4, -1, 101, 1, -3
O=C(N/N=C/c1cccc(OC(=O)N2CCOCC2)c1)c1cccs1
    1.2, -1, 101, 112, 0, -7, -20, 1, 109, 19, 0
O=C(NCC1OCCCN1S(=O)(=O)c1cc(F)ccc1F)C(=O)NC1CCCCC1 (stereo not drawn)
    0.0, 2, 102, 100, 7, 7, 0, 5, 104, 0, 7
COc1cccc2cc(C(=O)N3C(C)CCCC3C)c(=O)oc12 (stereo not drawn)
    0.1, /, 100, 102, /, ?, /, /, 103, 4, /
CCCCCc1ccc(S(=O)(=O)NCCc2ccncc2)cc1
    0.4, -5, 101, 101, -2, -7, -10, -7, 102, 1, 0
CC(=O)c1ccc(N2C(=NC(=O)C(C)C)SC3CS(=O)(=O)CC32)cc1 (stereo not drawn)
    -0.2, -11, 107, 106, -3, -14, -10, -6, 102, -1, -1
N#Cc1c(N)nc2c(c1-c1ccccc1)CCC2
    -0.1, -1, 98, 102, -1, 0, -3, -8, 101, 8, -1
CN(Cc1ccccc1)C(=O)Cn1c(=O)oc2cc(S(=O)(=O)N3CCCC3)ccc21
    0.5, -3, 94, 97, 0, -5, -13, -5, 97, 0, 0
COc1ccc(-c2nc(N)nc(C)c2Oc2ccccc2Br)c(O)c1
    0.1, 2, 89, 98, 1, 0, 1, 5, 97, 0, 6
COC(=O)c1c(-c2ccccc2)csc1NC(=O)CSc1ncnc2sc(C)c(C)c12
    0.1, -2, 108, 111, -2, 0, -6, -1, 109, 0, -1
Cc1ccc2nsnc2c1N(S(C)(=O)=O)S(C)(=O)=O
    0.2, -1, 98, 98, -3, 0, 4, -3, 95, 0, -1
Cc1cc(NC(=O)CSCC(=O)N(c2cccc(Cl)c2)C(C(=O)NC2CCCCC2)c2ccc(O)c(O)c2)no1 (stereo not drawn)
    0.7, -1, 90, 89, -3, 0, -2, -2, 90, 1, -1
CCOc1cc(/C=N/NC(=O)CNc2cccc(C)c2)ccc1OC(=O)c1ccccc1
    0.2, -3, 101, 99, 0, 0, 1, -3, 98, 0, 0
O=C1/C(=C/Nc2ccc3c(c2)OCO3)CCc2ccccc21
    0.4, -6, 77, 92, 0, 0, 8, -2, 87, 2, 8
ClCCN1C2=NCCCN2c2ccccc21
    0.5, 5, 84, 87, 1, 2, 8, 1, 83, 12, 2

Of the compounds above, these contain a halogen:
Value order: ABCB1 block, Bcl-B Bim block, RGS7-Gao reg, RGS4-Gao reg, Mcl-1 Bim block, Bcl-2 Bim block, Bfl-1 Bim block, Bcl-XL Bim block, RGS8-Gao reg, ABCG2 inh, Bim-Bcl-W
O=c1c2ccccc2cnn1Cc1n[nH]c(=S)n1-c1cc(Cl)cc(Cl)c1
    0.0, -12, 102, 100, -2, -4, -2, -5, 97, 0, 0
O=C(COc1ncnc2ccccc12)Nc1ccc(Cl)c([N+](=O)[O-])c1
    0.8, -6, 100, 100, -2, -5, -14, -4, 102, 19, -2
CCOC(=O)CSc1n[nH]c(NC(=O)c2cccc(C(F)(F)F)c2)n1
    0.4, 0, 114, 109, -1, 1, 1, 0, 110, 3, 1
CCC(=O)c1ccc(N2CCOCC2)c(F)c1
    0.1, -4, 101, 100, -2, -1, -1, -6, 101, 1, -2
Cc1ccc2cccc(S(=O)(=O)N3CCN(c4ccccc4F)CC3)c2n1
    1.1, -6, 100, 102, 0, -4, -5, -6, 98, 4, 0
O=C(NCC1OCCCN1S(=O)(=O)c1cc(F)ccc1F)C(=O)NC1CCCCC1 (stereo not drawn)
    0.0, 2, 102, 100, 7, 7, 0, 5, 104, 0, 7
COc1ccc(-c2nc(N)nc(C)c2Oc2ccccc2Br)c(O)c1
    0.1, 2, 89, 98, 1, 0, 1, 5, 97, 0, 6
Cc1cc(NC(=O)CSCC(=O)N(c2cccc(Cl)c2)C(C(=O)NC2CCCCC2)c2ccc(O)c(O)c2)no1 (stereo not drawn)
    0.7, -1, 90, 89, -3, 0, -2, -2, 90, 1, -1
ClCCN1C2=NCCCN2c2ccccc21
    0.5, 5, 84, 87, 1, 2, 8, 1, 83, 12, 2

Next section:
Value order: ABCB1 block, Bcl-B Bim block, RGS7-Gao reg, RGS4-Gao reg, Mcl-1 Bim block, Bcl-2 Bim block, Bfl-1 Bim block, Bcl-XL Bim block, RGS8-Gao reg, ABCG2 inh, Bim-Bcl-W
Cc1nn2cc(-c3ccc(Cl)cc3)nc2s1
    0.9, -3, 98, 103, 1, -4, -8, 0, 101, 8, 0
CCOC(=O)c1nc(C)n(-c2ccc(Cl)cc2Cl)n1
    -5.3, 0, 102, 101, 0, -2, 1, -2, 100, -8, 0
c1ccc2c(Cn3ccnc3)c[nH]c2c1
    0.8, -7, 100, 103, -3, -7, -12, -13, 100, 4, 0
COc1cc(-c2[nH]ncc2CN2CCCC2c2nonc2C)cc(OC)c1OC (stereo not drawn)
    0.0, -3, 108, 99, -3, -1, 0, -1, 114, 0, 0
Cc1ccc(-c2c(C(=O)N3CCOCC3)oc(=O)c3ccccc23)cc1
    0.1, -8, 102, 103, -3, -9, -9, -5, 99, 0, 0
Nc1ccc(C(=O)Nc2ccc3nc(-c4cccnc4)[nH]c3c2)cc1
    -0.7, -1, 99, 101, 2, 3, -4, 1, 98, -2, 2
Cc1nc2ccc(C(=O)N3CCN(c4ccccc4)CC3)cc2s1
    -0.1, -9, 95, 99, -6, -1, -2, -4, 98, 2, -3
Cc1cc(NC(=S)N(Cc2cccc(Br)c2)CC2CCC(C(=O)O)CC2)ccc1Cl (stereo not drawn)
    0.8, -5, 101, 101, -2, 0, 0, -4, 100, 3, 2
CC(C)(C)n1nc2c(c1NC(=O)c1cc3ccccc3o1)CS(=O)(=O)C2
    -0.3, -1, 101, 102, -1, -1, -3, -2, 100, 9, -3
Cc1ccccc1CSCc1nc(N)nc(Nc2ccccc2C)n1
    1.2, -1, ?, 101, -1, 3, 5, 2, 101, 24, 0
O=c1cc(COn2nnc3ccc(C(F)(F)F)cc32)nc2sccn12
    -1.7, -6, 102, 100, -9, -19, -9, -10, 101, -4, -7
Cc1ccccc1OCC(=O)Nc1ccc(S(=O)(=O)Nc2ccccn2)cc1
    0.5, -6, 98, 99, -10, -8, -15, -8, 100, 12, -3
O=C(NC(N1CCOCC1)C(Cl)(Cl)Cl)c1ccc(F)cc1 (stereo not drawn)
    -0.2, 1, 101, 102, 2, -1, -1, -1, 103, 1, 1
COc1ccc(NC(=O)CC(c2ccc(F)cc2)c2ccc(OC(C)C)cc2)cc1 (stereo not drawn)
    1.4, -4, 99, 101, -1, -6, -12, -5, 99, 15, -1
Cc1ccnc(N2C3CCC2CC(O)(c2ccccc2)C3)n1 (stereo not drawn)
    1.0, 0, 100, 98, 0, 3, -1, 1, 97, 4, 2
Cc1ccc(N2CCN(CC(O)COc3ccc([N+](=O)[O-])cc3)CC2)cc1 (stereo not drawn)
    0.3, -5, 97, 101, 1, -1, -2, 0, 100, 1, 0
Cc1ccc(S(=O)(=O)N(CC(=O)N2CCC(C(N)=O)CC2)c2cccc(C(F)(F)F)c2)cc1
    0.5, -13, 103, 96, -1, -10, -12, -13, 98, 2, -2
CCN(CC)C(=O)CSc1nc2ccc(NC(=O)CSc3nnc(COc4ccccc4C)n3C)cc2s1
    0.1, -1, 94, 91, -3, 0, 3, 0, 101, 0, 0
Cc1ccc(NC(=O)C2C3CCCC2C3c2ccccc2)cc1 (stereo not drawn)
    0.6, -6, 100, 104, -4, -4, -15, -5, 102, 42, -4
O=C1NC(c2ccc(Br)cc2)Nc2sc3c(c21)CCC3 (stereo not drawn)
    -0.1, -11, 96, 94, -5, 3, 10, 2, 92, 1, 2
O=C1c2c([N+](=O)[O-])cc([N+](=O)[O-])cc2S(=O)N1Cc1ccccc1 (stereo not drawn)
    -0.1, -38, 109, 97, -8, -1, 12, -6, 89, 2, -7
O=C(CCN1C(=O)c2ccccc2C1=O)OCN1C(=O)c2ccccc2C1=O
    -1.9, -11, 101, 104, -1, -7, -12, 1, 102, -1, 0
CCOCCCNC(=O)C(c1ccc(Cl)cc1)N1CCC2(CC1)OCCO2 (stereo not drawn)
    -0.3, -6, 98, 102, -3, -5, -17, -5, 105, 0, 0
CCN(C(=O)CSc1nc2cc(C(=O)OC)ccc2c(=O)n1Cc1ccco1)c1cccc(C)c1
    11, -26, 95, 94, -13, -10, -6, -17, 95, 12, -14
